KCNH2 3.1 inh – qHTS for Inhibitors of KCHN2 3.1: Mutant qHTS. activity change, % (tested at about 1.8 µM). U2OS KCNH2 3.1, thallium flux FluxOr; stronger effect = lower value. 0.95% of 340,000 active. Potassium voltage-gated channel subfamily H member 2, brain isoform KCNH2 3.1 (human). AID 720553, 2013;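 active means maximum activity change below -70%; inconclusive means maximum activity change from -70% to -50%; inactive means maximum activity change above -50%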;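 further: thallium influx rate constant from kinetic fluorescence after stimulation buffer; on the % scale 0 is the no-effect control and ±100 the full control effect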
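We transduce U2OS cells with the mutant 3.1 virus, culture them overnight, load FluxOr with Red40 quencher for 45 min, then add stimulation buffer and read kinetically for 2 min to derive a normalized rate constant.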
FBPA coupling cs – qHTS Assay for Inhibitors of Fructose-1,6-bisphosphate Aldolase from Giardia Lamblia: Coupling assay counterscreen; 0.67% of 290,000 active; activity change, negative = inhibition, % at 58.2 µM, hits read low; coupling enzyme system counterscreen, AmpLite Red fluorescence; AID 2472, 2010; in the data active means activity change below about -30%; further: on the % scale 0 is the no-effect control and ±100 the full control effect
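First, compound is pin-transferred into glyceraldehyde-3-phosphate coupling-enzyme reagent at 57.5 uM final and held 10 min at RT. Next, substrate, coupling system and AmpLite Red are added. After 20 min RT, fluorescence (525/598 nm) is read.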
MLL CXXC-DNA inh – qHTS Fluorescence Polarization Assay for Inhibitors of MLL CXXC domain - DNA interaction; Potency, µM (titrated, usually from 115 µM), inactives show top-dose activity change, negative = inhibition, hits mostly inhibitors; Histone-lysine N-methyltransferase 2A (Homo sapiens), Q03164; MLL-CXXC / FITC-HOXA9 DNA fluorescence polarization; 0.037% of 290,000 active; AID 2662, 2010; active means well fitted inhibition curve with a large enough effect in the polarisation, with a control signal flat, not every such curve was filed as active; inconclusive means small, poorly fitted or top-dose-only effect, or effect the other way, or a change in a side signal; inactive means no such curve, though single readings can be large or run the other way; the % refers to the polarisation; further: potency means the concentration at half of the fitted maximal effect
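Purified MLL-CXXC (added from a 7 uM solution) was preincubated 5 min at ambient with pinned compounds in 50 mM Tris-HCl pH 7.5, 50 mM NaCl, 1 mM DTT, 0.05% BSA. Fluorescein-labeled HOX-A9 DNA (50 nM solution) followed, 30 min, then polarization read.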
TRPV1 agonist – HTS Assay for Compounds that Act as Agonists of the Vanilloid Receptor 1 | 0.19% of 320,000 active | TRPV1-expressing cells, Fluo-8 calcium influx, agonist mode | activation, % at 8.33 µM | Transient receptor potential cation channel subfamily V member 1 (Homo sapiens), Q8NER1; in the data active means activation above about 80%; inconclusive means between about 30% and that limit; further: 0% is about no effect
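Fluo-8 calcium influx in TRPV1-expressing cells, kinetic read (ex 480/em 520 nm). Compound added and read 3 min for agonist activity, followed by capsaicin at EC20 final and 2 min further read for enhancement.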
KCNH2 WT inh – qHTS for Inhibitors of KCHN2 3.1: Wildtype qHTS; Voltage-gated inwardly rectifying potassium channel KCNH2 (Homo sapiens), Q12809; U2OS, BacMam KCNH2, thallium flux FluxOr; stronger effect = lower value; activity change, % at 1.84 µM; 0.37% of 340,000 active;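 active means maximum activity change below -70%; inconclusive means maximum activity change between -70% and -50%; inactive means maximum activity change above -50%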; further: on the % scale 0 is the no-effect control and ±100 the full control effect
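U2OS cells were transduced with wild-type KCNH2 virus (2.03 x 10^8 / mL) for 4 h at room temperature, then cultured overnight at 37 C. Thallium flux was read with FluxOr dye. Rate constants were normalized to DMSO controls.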
GALK inhibitor – qHTS Assay for Inhibitors of Human Galactokinase (GALK); P51570; AID 1868, 2009; Potency, µM (top dose mostly 57.5 µM), without a hit: at the top dose activity change, negative = inhibition, most hits filed as inhibitors; Purified GALK, Kinase-Glo residual ATP luminescence; 0.007% of 270,000 active; further: potency means the concentration at half of the fitted maximal effect; on the % scale 0 is the no-effect control and ±100 the full control effect
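Compounds were pin-transferred into ATP buffer (35 uM final), then GALK plus galactose (5 nM, 100 uM final) was added. After 1 h at room temperature, Kinase-Glo Plus was added and luminescence read after 10 min.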
AT treatment – qHTS Assay for Identifying a Potential Treatment of Ataxia-Telangiectasia | […] A-T fibroblasts, KAP-1 phosphorylation AlphaLISA; neocarzinostatin DNA damage 30 min before lysis | Potency, µM (doses to about 57.5 µM), for inactives: top-dose activation, usual class: activators | 0.19% of 320,000 active; further: potency means the concentration at half of the fitted maximal effect; % of control where 0% means no effect; nearly all actives have a fitted effect of over 45% in size
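ATM-like activity read as KAP-1 phosphorylation via AlphaLISA donor/acceptor antibody pairs after lysis and 6 hr at 25C. Cells were ATM-null patient fibroblasts ([…], hTERT), dosed 60 min, then exposed to the DSB inducer NCS for 30 min.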
MBNL1-CUG inh – qHTS Assay for Inhibitors of MBNL1-poly(CUG) RNA binding | Muscleblind-like protein 1 (Homo sapiens), Q9NR56 | TR-FRET MBNL1-His/biotin-(CUG)12 binding, 665/545 ratio | Potency, µM (doses to about 57.5 µM), without a hit: at the top dose activity change, negative = inhibition, hits mostly inhibitors | 0.036% of 280,000 active; active means well fitted inhibition curve with a large enough effect in the signal ratio, with a control signal flat, not every such curve was filed as active; inconclusive means small, poorly fitted or top-dose-only effect, or effect the other way, or a change in a side signal; inactive means no such curve, though single readings can be large or run the other way; the % refers to the signal ratio; further: potency means the concentration at half of the fitted maximal effect; on the % scale 0 is the no-effect control and ±100 the full control effect
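Ratiometric TR-FRET (665 over 545 nm, excitation 340 nm) tracks disruption of MBNL1-His/biotin-(CUG)12 complex after 60 min at room temperature, with compounds at 92 nM to 58 uM final.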
S-ASM inh – Inhibitors of Secretory Acid Sphingomyelinase (S-ASM): qHTS. Sphingomyelin phosphodiesterase (Homo sapiens), P17405. placental ASM, HMU-PC fluorogenic substrate, 60 min. Potency, µM (doses to about 57.5 µM), for the others: at the highest dose activity change, negative = inhibition, usual class: inhibitors. 0.006% of 340,000 active. AID 504937, 2011; further: potency means the concentration at half of the fitted maximal effect
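Human placenta-derived ASM preincubated with compound 10 min at room temperature, then reacted with 9 uM (final) fluorogenic HMU-PC substrate for 60 min at 37 C. Stop solution raises pH to 10; fluorescence read at Ex 386/Em 447 nm.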
a7 integrin act – qHTS for Activators of Integrin-Mediated Alleviation for Muscular Dystrophy | alpha7betagal myoblasts, beta-gal FDG fluorescence, 48 h | Potency, µM (highest dose often 38.3 µM), for inactives: top-dose activation, most hits filed as activators | 0.064% of 350,000 active;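 further: potency means the concentration at half of the fitted maximal effect; 100% = response of the positive control SU9516; nearly all actives have a fitted effect of over 60% in size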
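Alpha7betagal+/- myoblasts (passage 13) were plated 16-24 hr, then exposed to compounds (1:260 dilution of DMSO stock) for 48 hours at 37C. After MPER lysis, β-galactosidase reporter activity was read as FDG fluorescence (ex 480/em 540) after 30 minutes.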
* hit, by the source's call; i = inactive; ? = inconclusive; . = not tested or not shown; & = joins results of further samples; [ ] = another dose, or the depositor's remark. Unless noted, the call rests on the fitted dose curve; in most records, active means well fitted curve in the direction sought with a large enough effect; inconclusive means small, poorly fitted or top-dose-only effect, or another doubt; inactive means no such curve, though single readings can be large; an effect the other way counts as inactive or inconclusive.

The opening three compounds, ahead of the listing:
Order of values: KCNH2 3.1 inh	AT treatment	MBNL1-CUG inh	TRPV1 agonist	MLL CXXC-DNA inh	a7 integrin act	GALK inhibitor	FBPA coupling cs	S-ASM inh	KCNH2 WT inh
> O=c1c2c3c(sc2ncn1-n1cccc1)CCCCC3
  -5	9%	?	4	14%	4%	0%	0	-2%	-4
> CCCCSc1nnc(-c2ccccc2)c2ccccc12
  -4	26%	15%	19	10%	-36%	-1%	6	-4%	24
> CN1CCN(c2nc3c(c(=O)[nH]c(=O)n3C)n2Cc2cccc3ccccc23)CC1
  1	1%	10%	1	-1%	6%	2%	2	0%	15

Main list, previewed entries included:
Order of values: KCNH2 3.1 inh	AT treatment	MBNL1-CUG inh	TRPV1 agonist	MLL CXXC-DNA inh	a7 integrin act	GALK inhibitor	FBPA coupling cs	S-ASM inh	KCNH2 WT inh
> O=c1c2c3c(sc2ncn1-n1cccc1)CCCCC3
  -5	9%	?	4	14%	4%	0%	0	-2%	-4
> CCCCSc1nnc(-c2ccccc2)c2ccccc12
  -4	26%	15%	19	10%	-36%	-1%	6	-4%	24
> CN1CCN(c2nc3c(c(=O)[nH]c(=O)n3C)n2Cc2cccc3ccccc23)CC1
  1	1%	10%	1	-1%	6%	2%	2	0%	15
> O=C(c1noc2c1CCCC2)N1CCN(c2ccc(F)cc2)CC1
  2	-5%	7%	?	-20%	-5%	1%	2	1%	-26
> O=C(/C=C/c1ccccc1)Nc1cccnc1Oc1ccccc1F
  -10	-2%	6%	?	8%	-21%	0%	1	?	1
> COc1nc2ccc(C)cc2cc1-c1noc(-c2ccccc2)n1
  3	0%	0%	24	12%	-9%	-2%	0	-1%	-11
> Cc1sc2nc(SCC(=O)OC(C)C)n(C)c(=O)c2c1C
  -6	1%	-9%	6	-5%	-14%	1%	-1	2%	2
> COc1cccc(C(=O)Nn2c(C)nnc2-n2nc(C)cc2C)c1
  -9	1%	5%	2	-14%	4%	-4%	1	3%	4
> Cc1ccccc1-c1nnc(SCC(=O)N(C)c2c(N)n(Cc3ccccc3)c(=O)[nH]c2=O)n1C
  ?	20%	.	-2	.	3%	.	.	1%	-5
> CC(=O)NNC(=O)c1[nH]c2ccc(Br)cc2c1-c1ccccc1
  2	-3%	30%[activator]	25	-2%	0%	.	0	-9%	3
> CCCOc1ccc(NC(=O)c2c(-c3ccccc3)noc2C)cc1
  19	0%	-7%	.	4%	9%	1%	5	-5%	-1
> CSc1ccc2[nH]c(=O)cc(C)c2c1
  13	0%	17%	-2	-3%	28%	-1%	1	108%[activator]	16
> O=[N+]([O-])c1ccc(N/N=C/c2ccccc2)c(F)c1
  5	4%	?	5	6%	34%	.	0	11%	-1
> CCOc1ccc(NC(=O)Cn2nnc(-c3ccccc3F)n2)cc1
  14	3%	-3%	0	17%	-18%	5%	1	0%	-13
> CN1CCN(c2ccc(NC(=O)c3cc([N+](=O)[O-])ccc3N3CCOCC3)cc2)CC1
  8	0%	?	-2	5%	0%	6%	2	-8%	-1
> CSc1ccccc1NC(=O)C1=COCCO1
  -6	8%	-2%	3	-1%	0%	4%	.	2%	-35
> CSc1ccccc1OCc1cc(C(=O)N2CCC(Oc3cccnc3)CC2)no1
  .	-3%	-4%	1	1%	.	-2%	1	.	.
> O=C(Oc1nsnc1N1CCOCC1)N1CCOCC1
  -7	6%	2%	-2	4%	0%	2%	3	3%	-8
> O=C(O)CC1S/C(=N\N=C2\C(=O)Nc3ccccc32)N(c2ccc(O)cc2)C1=O (stereo not drawn)
  -17	4%	?	-3	0%	13%	.	0	0%	-11
> O=C(CN(Cc1ccccc1)C(=O)c1csnn1)NCc1ccc2c(c1)OCO2
  -5	6%	-4%	0	-1%	?	-2%	0	-2%	2
> O=C(O)CCNS(=O)(=O)c1cccc2nsnc12
  .	18%	.	-4	.	-5%	.	.	3%	.
> Cc1cc(C(=O)NCc2ccco2)no1
  -4	2%	2%	-1	-2%	-1%	-3%	1	0%	-4
> CCn1c(SCC(=O)NC2CC2)nnc1-c1ccc(F)cc1
  16	14%	4%	2	-6%	-25%	3%	.	7%	2
> CCN(CC(=O)Nc1ccc(NC(C)=O)cc1)C(=O)c1sc2nc3n(c(=O)c2c1C)CCC3
  6	5%	.	1	.	7%	.	.	3%	1
> O=C1OCCN1C(=O)[C@H]1[C@H](c2ccc(Cl)cc2)C(c2cccc(Cl)c2)=NN1c1ccc(Br)cc1
  -10	19%	.	.	.	-27%	.	1	i	-4
> COc1ccc2[nH]c3c(c2c1)CCN1C(=O)C(CC(=O)NCCCn2ccnc2)C[C@H](C(=O)N2CCOCC2)[C@@]31CCC1CCCC1 (stereo partly drawn)
  2	-2%	.	.	.	28%	.	.	7%	-2
> CCC1=C2CC[C@H]3C(=O)N(CC)C(=O)[C@H]3[C@H]2[C@@]2(Cc3ccccc3)C(=NCc3ccccc3)OC(=O)N2C1=O
  -11	10%	5%	13	18%	-13%	3%	0&6	6%	0
> O=C(CN(C(=O)c1csnn1)c1cccc(F)c1)NC1CCCC1
  21	7%	5%	-1	6%	24%	-2%	-3	-2%	0
> Clc1cccc(CN2CCC(Cc3ccccc3)CC2)c1
  3	?	-10%	-3	-14%	-3%	2%	-4	1%	4
> O=C(NCc1ccc2c(c1)CCO2)Nc1ccccc1
  11	1%	-6%	?	1%	-14%	0%	-1	2%	0
> COc1ccccc1Cn1c(=S)[nH]c2cc(C(=O)NC(C)C)ccc2c1=O
  2	6%	0%	2	3%	4%	.	2	3%	3
> COc1cc2c3c(c1)/C(=C1/SC(NC(C)=O)=NC1=O)C(=O)N3C(C)(C)C=C2C
  -5	-5%	13%	-3	19%	-29%	-1%	1	-4%	-9
> O=C(Nc1ccccc1N1CCOCC1)C1CCN(S(=O)(=O)c2ccc(F)cc2)CC1
  2	-4%	.	1	3%	15%	2%	-1	5%	12
> CC(CN1CCOCC1)OC(=O)C(c1ccccc1)c1ccccc1 (stereo not drawn)
  -8	6%	-1%	5	2%	21%	-1%	2	3%	0
> COc1ccc2cc(C=NS(=O)(=O)c3ccc(C)cc3)n(C)c2c1
  -12	-11%	.	-4	.	27%	.	.	-4%	5
> CCCCC(CCC(=O)Nc1cc([N+](=O)[O-])ccc1O)C(=O)O (stereo not drawn)
  8	-5%	11%	3	-3%	16%	-1%	8	-1%	2
> Cc1ccc(C(=O)CSc2nnc(-c3snnc3C)n2C2CC2)cc1
  -13	10%	-7%	?	-9%	-6%	-2%	0	-1%	-31
> CCOc1cccc2sc(=NC(=O)CCS(=O)(=O)c3ccc(F)cc3)n(C)c12
  -16	2%	.	?	.	-28%	.	.	0%	2
> Cc1ccc2c(c1)-c1cc(C)ccc1C2=O
  11	.	.	.	.	-2%	.	.	-5%	1
> O=C(Nc1cccc(C(=O)N2CCCCC2)c1)C1CC1
  -11	.	.	.	.	5%	.	.	-4%	-1

Source: PubChem (National Center for Advancing Translational Sciences (NCATS))
